ABHD5 PLIN5 PPI: ABHD5-PLIN5 interaction inhibitors, primary screen, cell lysate, split luciferase complementation, luminescence; Split G. princeps luciferase complementation, 4 h; inhibition, % at 4 µM; 0.78% of 360,000 active;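 active means inhibition above the mean inhibition across every tested compound plus 3 SD, cut at about 22% in these data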;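 further: 0% = DMSO only wells and the 100% control is not disclosed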
TLR9-MyD88 block: inhibitors of TLR9-MyD88 association in cells, primary screen, cell-based, CHO, BLA complementation, fluorescence. inhibition, % at 4.98 µM. AID 504734, 2011. Toll-like receptor 9 (Homo sapiens) + Myeloid differentiation primary response protein …. CCF4 FRET ratio. 0.21% of 340,000 active;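 active means inhibition above the mean over all tested compounds plus 3 SD, cut at about 21% in these data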;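 further: 0% = DMSO only wells and 100% = clavulanate BLA inhibitor control wells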
SRC2 inh: inhibition of GAL4-SRC2 driven luciferase reporter, primary screen, SRC2 inhibitor project, cell-based, luminescence | 0.17% of 370,000 active | HEK293 GAL4-SRC2 luciferase reporter | Nuclear receptor coactivator 2 (Homo sapiens), Q15596 | inhibition, % at 9 µM;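 active means inhibition above the mean inhibition of all tested compounds plus 3 SD, set per campaign, cut at about 52% in these data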;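 further: 0% = DMSO treated cells and 100% = cells given Gossypol at 36 µM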
Exocytosis inh: LAMP-1 surface exposure blockers, TALL-104 cells – cell-based, flow cytometry, MLPCN library, primary screen | TALL-104 LAMP-1 surface exposure; cells stimulated with thapsigargin and PMA | inhibition, % at 10 µM | 0.66% of 360,000 active;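 active means inhibition above about 55%, limit read from the data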
COUP-TFII inh: NR2F2 transcriptional activity inhibitors, primary screen, cell-based, luciferase reporter, HEK293T, luminescence | AID 686940, 2013 | inhibition, % at 8.6 µM | COUP transcription factor 2 (Homo sapiens), P24468 | HEK293T NGFI-A luciferase reporter | 0.7% of 370,000 active;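 active means inhibition above a per-plate cutoff, mean inhibition of test wells between control levels plus 3 SD, cut at about 38% in these data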;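 further: cells cotransfected with COUP-TFII expression vector driving the NGFI-A reporter; 0% = median of COUP-TF2 test wells and 100% = reporter-only cells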
TROY signal inh: inhibitors of TROY-driven NF-kB signaling, primary screen, Q293 LMP1-TROYcd cells, NF-kB luciferase, uHTS; 0.98% of 360,000 active; inhibition, % at 10 µM; Q293 LMP1-TROYcd NF-kB luciferase reporter, 4 h;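 active means compounds whose plate-normalised and pattern-corrected inhibition of the luciferase reporter signal at the single screening dose is 50% or more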
TWEAK Fn14 block: inhibitors of TWEAK-Fn14 signaling, primary screen, luciferase reporter cells, uHTS; TWEAK-stimulated Fn14 reporter cells, luciferase luminescence, 8 h; inhibition, % at 10 µM; 2% of 360,000 active; in the data active means inhibition above about 50%
NCOA3 inh: SRC3 coactivator transcriptional activity inhibitors, primary screen, cell-based, luminescence. Nuclear receptor coactivator 3 (Homo sapiens), Q9Y6Q9. HEK293 GAL4-SRC3 luciferase reporter. inhibition, % at 3.6 µM. 0.17% of 360,000 active;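 active means inhibition above a per-campaign cutoff, the mean of all compounds plus 3 SD, cut at about 60% in these data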;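 further: 0% = DMSO-treated cells and 100% = gossypol-treated cells at 36 µM; higher means less SRC3-driven luciferase light from the GAL4 reporter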
LRH-1 inv ag: LRH-1 (NR5A2) inverse agonists, primary screen, cell-based, luminescence, HEK293T, StAR-luciferase reporter. inhibition, % at 3.6 µM. LRH-1 transfected, 24 h. 0.13% of 360,000 active;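 active means inhibition above the mean inhibition of all tested compounds plus 3 SD, cut at about 73% in these data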;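 further: 0% = DMSO wells and 100% = reporter-only cells lacking LRH-1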
Target sequence (O00482 whole entry, looked up): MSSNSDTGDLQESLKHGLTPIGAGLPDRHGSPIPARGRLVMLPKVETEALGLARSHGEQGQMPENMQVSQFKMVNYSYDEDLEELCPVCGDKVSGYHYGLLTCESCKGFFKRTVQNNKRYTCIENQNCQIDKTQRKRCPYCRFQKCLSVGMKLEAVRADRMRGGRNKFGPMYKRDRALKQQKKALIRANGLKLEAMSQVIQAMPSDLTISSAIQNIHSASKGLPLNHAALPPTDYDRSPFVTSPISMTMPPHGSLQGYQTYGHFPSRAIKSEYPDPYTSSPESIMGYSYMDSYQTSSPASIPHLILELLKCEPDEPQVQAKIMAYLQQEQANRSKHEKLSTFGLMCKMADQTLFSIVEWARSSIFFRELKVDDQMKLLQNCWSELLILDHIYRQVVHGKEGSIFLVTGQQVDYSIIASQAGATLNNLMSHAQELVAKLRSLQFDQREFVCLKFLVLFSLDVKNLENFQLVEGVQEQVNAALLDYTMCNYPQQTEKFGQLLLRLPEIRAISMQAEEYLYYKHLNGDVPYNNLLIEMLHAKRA
NOD2 RIPK2 PPI: NOD2-RIPK2 binding disruptors in cells, primary screen, fluorescence, CHO cells, BLA complementation | Receptor-interacting serine/threonine-protein kinase 2 (Homo sapiens), O43353 | inhibition, % at 4.98 µM | CCF4 ratio | 0.38% of 360,000 active; in the data active means inhibition above about 21%;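 further: 0% = vehicle only and 100% = reference blocker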
Target sequence (O43353 whole entry, looked up): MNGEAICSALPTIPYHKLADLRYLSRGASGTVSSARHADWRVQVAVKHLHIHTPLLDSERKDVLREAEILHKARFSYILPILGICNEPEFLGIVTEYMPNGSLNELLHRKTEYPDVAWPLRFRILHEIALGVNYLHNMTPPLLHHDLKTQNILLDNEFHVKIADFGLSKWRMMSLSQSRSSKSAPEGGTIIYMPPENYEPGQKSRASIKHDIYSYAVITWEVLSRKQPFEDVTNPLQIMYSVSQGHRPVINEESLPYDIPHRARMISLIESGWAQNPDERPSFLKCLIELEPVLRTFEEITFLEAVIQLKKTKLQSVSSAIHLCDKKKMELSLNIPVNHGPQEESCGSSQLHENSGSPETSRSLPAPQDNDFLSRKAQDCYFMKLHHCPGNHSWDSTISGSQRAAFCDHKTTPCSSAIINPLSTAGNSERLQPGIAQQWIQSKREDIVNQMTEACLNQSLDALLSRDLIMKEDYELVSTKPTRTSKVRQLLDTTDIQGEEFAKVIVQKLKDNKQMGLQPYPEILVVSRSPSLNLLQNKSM
SRC1 inh: SRC1 coactivator transcriptional activity inhibitors, primary screen, cell-based, luminescence | AID 588354, 2011 | inhibition, % at 3.6 µM | 0.12% of 360,000 active | HEK293 GAL4-SRC1 luciferase reporter;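 active means inhibition above the campaign mean plus 3 SD, with each screening campaign given its own cutoff, cut at about 60% in these data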;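 further: 0% = DMSO treated cells and 100% = gossypol at 36 µM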
* = called active by the depositor; x = not tested or not shown.

SMILES	ABHD5 PLIN5 PPI	TLR9-MyD88 block	SRC2 inh	Exocytosis inh	COUP-TFII inh	TROY signal inh	TWEAK Fn14 block	NCOA3 inh	LRH-1 inv ag	NOD2 RIPK2 PPI	SRC1 inh
COc1ccccc1NC(=O)C(=O)N(c1cccnc1)C(C(=O)NC(C)(C)C)c1ccccc1 (stereo not given)	-3	2	-15	2	-18	8	-5	14	9	-6	-19
O=C(c1ccccc1F)N(Cc1ccccc1)Cc1ccccc1	-4	3	6	13	15	6	-21	1	9	-7	1
COc1cc(CN2CC(=O)N(c3ccc(C)c(C)c3)C2=S)cc(OC)c1OC	-2	-11	13	0	8	8	-17	21	-30	-4	-5
Cc1ccc(/C(N)=N/OC(=O)C(C)c2ccc([N+](=O)[O-])cc2)cc1 (stereo not given)	-6	-6	-4	-3	6	-3	22	-17	11	-10	-18
Cc1ccc(C(=O)Nc2ccon2)cc1S(=O)(=O)N1CCCCCC1	0	-1	-1	-1	-14	-22	-1	-6	-16	0	-22
COc1ccc(CCNC(=O)c2cc(C3CC3)nc3c2cnn3C(C)C)cc1OC	2	-3	23	-3	2	11	-27	-3	5	-6	-6
CNc1snc(C)c1C(=O)OCC(=O)c1cc(F)ccc1OC	-2	-5	-4	-3	-22	21	-20	15	7	-15	10
COc1ccc(CNC(=O)C(c2ccco2)N(C(=O)Cc2cccs2)c2cccnc2)cc1 (stereo not given)	-2	8	-13	-1	-10	11	5	-14	-1	-7	22
O=C(CN1CCC(NC(=O)c2cccc(F)c2)CC1)NCc1cccs1	18	-3	-4	-3	7	-2	20	24	15	3	-9
CCc1ccc(NC(=O)CSc2n[nH]c(C)c2[N+](=O)[O-])cc1	-1	-7	-7	0	-9	-42	8	19	-20	-6	-1
CCOc1cc(/C=N/NC(=O)CN2CCOCC2)ccc1OCc1ccccc1	-2	-122	7	0	-15	2	-6	11	16	1	-6
COCC(=O)N1CCC(Oc2ccc(C(=O)N3CCCCC3COC)cc2)CC1 (stereo not given)	-9	7	10	1	4	4	5	15	-14	-8	0
Cc1ccc([N+](=O)[O-])cc1NC(=S)NCCc1ccccc1	-7	-1	24	-3	-4	-11	3	5	18	7	-20
Cc1ccc(S(=O)(=O)N2CCC(C(=O)OCC(=O)N3CC(C)CC(C)C3)CC2)cc1C (stereo not given)	-6	12	-9	-6	-16	-12	-3	-39	-16	-3	0
CCOC(=O)C1=C(c2ccccc2)Nc2c(c(=O)n(C)c(=O)n2C)C1c1ccc(O)c(OC)c1 (stereo not given)	-1	7	-17	0	-12	7	37	1	-4	2	-29
Cc1cc(CCNC=O)c(C)c2c1sc1ccccc12	12	-1	-53	-3	-4	-39	-35	-14	-14	9	-14
COc1ccc(OC)c(C(=O)NC(CC(N)=O)c2ccc(N3CCC(N4CCCCC4)CC3)c([N+](=O)[O-])c2)c1 (stereo not given)	-1	-1	-32	-1	4	-11	-5	18	-10	-16	-23
Cn1cc(S(=O)(=O)N2CCN(C(=O)c3ccco3)CC2)c(=O)n(C)c1=O	-5	1	-14	3	22	-5	6	8	5	7	-3
C=CCN(CC=C)S(=O)(=O)c1ccc(NC(=S)NC(=O)C2CC2)cc1	3	-3	7	-6	7	12	-15	9	27	6	-7
Cc1cccc(N2CCN(S(=O)(=O)c3cc4c(cc3Cl)NC(=O)CO4)CC2)c1C	5	6	19	5	11	7	-38	-18	8	-4	-7
N=c1c2c3c(sc2ncn1N)CCCCC3	-9	0	37	2	1	31	0	18	-6	-5	4
CC(=O)Cc1nsc(NC(=O)c2ccc(-c3cc(Cl)ccc3Cl)o2)n1	-5	7	-18	4	-6	16	-8	-4	3	-3	-8
COc1ccc(CCN(/C=C2\Sc3ccccc3C2=O)C(C)=O)cc1OC	-4	x	-51	3	-7	56*	0	-8	11	-4	-13
CN1CCN(S(=O)(=O)c2ccc(NS(=O)(=O)c3ccccc3)cc2)CC1	-5	-4	-3	-2	-11	0	1	3	-16	-9	-15
Cc1ccc(SC(=O)COc2ccccc2C)cc1	4	-5	-15	0	7	0	6	12	-15	3	-9

Limited to COUP-TFII inh, LRH-1 inv ag and TROY signal inh, for some of the entries so far:
SMILES,COUP-TFII inh,LRH-1 inv ag,TROY signal inh
COc1ccc(CNC(=O)C(c2ccco2)N(C(=O)Cc2cccs2)c2cccnc2)cc1 (stereo not given),-10,-1,11
C=CCN(CC=C)S(=O)(=O)c1ccc(NC(=S)NC(=O)C2CC2)cc1,7,27,12
Cc1ccc(C(=O)Nc2ccon2)cc1S(=O)(=O)N1CCCCCC1,-14,-16,-22
COc1ccc(OC)c(C(=O)NC(CC(N)=O)c2ccc(N3CCC(N4CCCCC4)CC3)c([N+](=O)[O-])c2)c1 (stereo not given),4,-10,-11

Next entries follow.
SMILES	ABHD5 PLIN5 PPI	TLR9-MyD88 block	SRC2 inh	Exocytosis inh	COUP-TFII inh	TROY signal inh	TWEAK Fn14 block	NCOA3 inh	LRH-1 inv ag	NOD2 RIPK2 PPI	SRC1 inh
CCNc1nc(NCC)nc(NS(=O)(=O)c2ccc(N)cc2)n1	7	-3	-53	-5	0	17	-7	-3	-5	1	17
O=C(Oc1c(-c2ccccc2Cl)oc2ccccc2c1=O)c1ccc(Cl)cc1	0	2	15	4	-6	37	50*	7	-7	2	7
CCOC(=O)N1CCC(NC(=O)c2cc3c(=O)n(C)c4ccccc4c3n2C)CC1	-2	7	-4	3	1	-4	16	14	3	4	5
COc1cc(NC(=O)c2ccccc2)c(C)cc1NC(=O)CC(CC(=O)O)c1ccccc1 (stereo not given)	0	7	-10	-3	-3	-10	16	5	24	6	9
CC1OC(CCc2cccc(Cl)c2)Cc2[nH][nH]c(=O)c21 (stereo not given)	0	x	-19	6	-39	-67	-18	x	-128	-14	x
CCCCCCC(=O)N1CCCC(c2nc(-c3cccc(OC)c3)no2)C1 (stereo not given)	0	5	-20	-5	5	-36	-43	11	-2	9	-10
CCOC(=O)c1c(C)n(C)c2cc(Br)c(OC)cc12	-4	0	-20	10	12	-31	-12	11	-2	-13	3
O=C(COC(=O)c1cc(=O)c2ccccc2o1)NCc1ccc(Cl)cc1	-3	0	-10	1	-10	5	-4	0	13	-6	6
O=C(O)CCC(=O)N1N=C(c2ccc(Br)cc2)CC1c1cccs1 (stereo not given)	-4	1	7	-4	17	-5	5	13	-12	-5	2
CCOC(=O)c1sc2c(c1C)c(=O)n(CCO)c(=O)n2Cc1ccccc1	-13	-12	-25	-10	14	-14	-27	-6	1	-13	-8
COc1ccc(C(=O)N2CCCCC2)cc1S(=O)(=O)Nc1ccccc1	5	0	14	0	-13	-4	-1	17	-11	-5	-12
O=C(Nc1ccc2c(c1)OCCO2)C(=O)NC1CC1	6	2	-54	-2	-38	-42	19	-90	-104	3	-71
Cc1ccc(S(=O)(=O)N[C@@H](CC(C)C)C(=O)N2CCC(C(=O)N[C@H](C(=O)O)C(C)C)CC2)cc1	0	10	7	-5	-19	3	-8	-1	10	-3	5
O=C(COC(=O)c1cccc(S(=O)(=O)NCc2ccccc2)c1)c1ccccc1	0	-7	-11	-7	-7	17	8	20	-7	14	-4
Cc1nc(Nc2ccccc2)sc1-c1ccccc1	-6	1	-48	0	-49	-16	39	-84	-192	-2	-85
CSc1nc2[nH]c3c(c2c2ncnn12)CCCC3	0	1	-15	-1	-4	3	21	2	20	4	-3
OC(c1ccc(F)c(F)c1)c1nc(-c2ccc(Cl)cc2)cs1 (stereo not given)	-1	x	-7	3	-20	-6	1	11	-2	4	3
CSc1ccc(Cl)c(C(=O)OCC(=O)N2CC(C)OC(C)C2)c1 (stereo not given)	3	-5	2	17	3	10	4	-22	10	-5	-6
O=S(=O)(Nc1nc2ccccc2nc1Cl)c1cccc(C(F)(F)F)c1	-7	6	-52	14	10	5	-8	1	15	-1	-4
CCCN1CCN(C2CCCCC2NS(=O)(=O)c2ccccc2)CC1 (stereo not given)	-5	-16	x	-5	x	9	-8	42	5	-14	8
CCCc1nc2c3ccccc3ccn2c1Cc1ccc(C)cc1	4	x	-94	-2	-47	34	32	-45	-59	-1	-94
Cc1c(C(=O)N2CCCC2)oc2c1-c1nn(CC(=O)NCCCN3CCCCC3)cc1CC2	-2	1	-24	0	5	-4	6	-12	-5	-6	2
CCc1nc(NC2CCCCC2)c(C#N)c2c1COC(C)(C)C2	-2	-12	-15	1	7	22	22	-2	-17	-4	-5
CCOc1cc(C2C3=C(CCCC3=O)Nc3ccc4ncccc4c32)ccc1O (stereo not given)	6	11	0	0	-5	-12	2	5	-7	-8	-28
CC1CCC2(CC1)NC(=O)N(CC(=O)c1ccc(CNC(=O)C(C)(C)C)s1)C2=O (stereo not given)	2	1	4	8	8	6	-1	14	-4	2	-58
(listing goes on)
SMILES	ABHD5 PLIN5 PPI	TLR9-MyD88 block	SRC2 inh	Exocytosis inh	COUP-TFII inh	TROY signal inh	TWEAK Fn14 block	NCOA3 inh	LRH-1 inv ag	NOD2 RIPK2 PPI	SRC1 inh
CSc1nnc2c(n1)OC(C)N(C(=O)c1ccccc1)c1ccccc1-2 (stereo not given)	-5	1	-49	-2	3	-13	-20	-39	-73	-6	-26
O=C(NCC1CCCO1)c1onc(CSc2ccccc2)c1C(=O)O (stereo not given)	0	2	10	2	-11	-16	6	6	5	-7	-10
CC(C)C(Nc1ccc(S(=O)(=O)N2CCOCC2)cc1[N+](=O)[O-])C(=O)O (stereo not given)	5	-13	4	-5	-2	0	3	3	4	-6	-10
COc1ccc(C=C2SC(=S)NC2=O)c(OC)c1OC	-1	-1	-12	-10	-32	-19	-14	-15	17	1	-20
CC(C)(CO)NCC(O)Cn1cc(C=O)c2ccccc21 (stereo not given)	1	6	-11	-3	-28	22	-9	4	-15	-6	-60
O=C(CCSCCC(=O)NCc1ccccc1)NCc1ccccc1	1	-12	16	-1	-3	-10	30	10	3	7	16
CCN1CCN(CC(=O)Nc2ccc(OC(F)(F)F)cc2)CC1	2	1	12	4	22	-5	6	-9	15	-3	-89
CC1=C(C(=O)Nc2ccccc2C(=O)NCc2ccccc2)SCCO1	5	-9	21	9	0	-10	-7	-2	13	-8	30
CCN(CC)CC#CCC(O)(c1ccccc1)C1CCCCC1 (stereo not given)	6	8	14	0	-12	1	-1	-4	21	-6	3
O=C(O)c1cccc2c1C(=O)c1ccc(N3CCN(Cc4ccc5c(c4)OCO5)CC3)cc1S2(=O)=O	-4	9	24	0	10	3	-1	-13	21	17	10
NC(=O)c1nsc(C(=O)N(CC(=O)NC2CCCC2)c2cccc(C(F)(F)F)c2)c1N	-6	-17	-9	-2	-10	2	49	0	3	3	14
COc1ccc(CCNc2oc(Cc3ccccc3)nc2C#N)cc1OC	-5	-11	7	2	4	x	0	-13	15	-1	-4

Screens deposited in PubChem BioAssay by several laboratories.

The list is partial. The share of hits here may be higher or lower than overall.
